High-throughput results from PubChem.
Mac1 fbg inh: inhibitors of CD11b/CD18 adhesion to fibrinogen, primary screen, K562 cells, luminescence. Integrin beta-2 (Homo sapiens) + Integrin alpha-M (Homo sapiens), P05107+P11215. ATPlite luminescence; Mn2+ added to activate the integrin. inhibition, % at 10 µM. hit rate 0.54% among 93,000;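 active means primary inhibition of 50% or more at 10 µM, then 40% or more on retest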; further: some results filed as inactive read as strong as hits
S1P2 agonist: S1P2 receptor agonists, primary screen, cell-based. Sphingosine 1-phosphate receptor 2 (Homo sapiens), O95136. S1P2-expressing cell line, agonist reporter read-out. activation, % at 4.5 µM. hit rate 0.46% among 97,000. AID 729, 2007; in the data active means activation above about 16%;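 further: 0% = vehicle low control and 100% = maximal reference agonist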
Target sequence (O95136 whole entry, looked up): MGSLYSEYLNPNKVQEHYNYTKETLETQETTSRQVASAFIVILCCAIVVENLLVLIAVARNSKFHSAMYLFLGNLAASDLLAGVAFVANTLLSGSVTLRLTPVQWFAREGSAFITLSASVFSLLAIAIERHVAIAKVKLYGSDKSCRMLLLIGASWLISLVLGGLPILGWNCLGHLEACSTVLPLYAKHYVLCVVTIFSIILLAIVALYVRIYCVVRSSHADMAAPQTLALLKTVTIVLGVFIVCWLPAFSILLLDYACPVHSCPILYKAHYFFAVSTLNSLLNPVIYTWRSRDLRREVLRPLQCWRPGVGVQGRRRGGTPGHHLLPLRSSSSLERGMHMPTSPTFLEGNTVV
PostGolgi ctrl: growth inhibition of yeast control strain, primary screen, counter-screen for post-Golgi transport modulator project | hit rate 5% among 98,000 | AID 738, 2007 | efflux-deficient yeast background strain, growth absorbance A615, 16 h | inhibition, % at 10 µM
sEH inhibitor: soluble epoxide hydrolase inhibitors, primary screen, biochemical, human sEH | Bifunctional epoxide hydrolase 2 (Homo sapiens), P34913 | recombinant human sEH enzymatic activity assay | inhibition, % at 2 µM | hit rate 0.34% among 91,000; in the data active means inhibition above about 80%; further: values of inactives mirror those of a sister screen read the other way; many of its hits are not listed in these tables
Target sequence (P34913 whole entry, looked up): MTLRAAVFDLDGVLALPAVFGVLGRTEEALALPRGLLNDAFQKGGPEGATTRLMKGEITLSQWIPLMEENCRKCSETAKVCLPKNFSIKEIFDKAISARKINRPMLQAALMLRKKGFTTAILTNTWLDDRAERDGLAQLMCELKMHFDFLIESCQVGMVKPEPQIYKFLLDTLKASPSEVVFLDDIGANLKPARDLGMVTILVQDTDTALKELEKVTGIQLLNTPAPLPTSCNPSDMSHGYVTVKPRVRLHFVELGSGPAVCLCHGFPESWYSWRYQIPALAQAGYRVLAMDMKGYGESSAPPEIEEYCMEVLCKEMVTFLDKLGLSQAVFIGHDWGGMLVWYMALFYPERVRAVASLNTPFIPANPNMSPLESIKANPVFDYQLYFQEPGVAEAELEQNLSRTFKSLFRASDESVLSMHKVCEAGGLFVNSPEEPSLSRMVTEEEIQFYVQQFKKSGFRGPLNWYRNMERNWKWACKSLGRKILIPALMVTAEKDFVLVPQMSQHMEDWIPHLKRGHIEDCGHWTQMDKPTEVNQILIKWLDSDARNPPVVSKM
PostGolgi yeast: phenotypic screen on post-Golgi transport, primary screen; post-Golgi transport phenotypic cell assay; inhibition, % at 10 µM; hit rate 0.9% among 98,000; AID 739, 2007;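 further: yeast cells grown in 1536-well plates; yeast grown about 18 h at 30C before absorbance read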
sEH activator: soluble epoxide hydrolase activators, primary screen, biochemical, human sEH; purified human sEH enzymatic activity, activator screen; activation, % at 2 µM; hit rate 0.04% among 91,000; Bifunctional epoxide hydrolase 2 (Homo sapiens), P34913; AID 717, 2007; in the data active means activation above about 37%; further: values of inactives mirror those of a sister screen read the other way
PLAP act: PLAP enzyme activators, biochemical, luminescence, HTS | purified PLAP enzyme, luminescent substrate read-out; active compounds read high | activation fold at 20 µM | hit rate 1.2% among 96,000 | AID 696, 2007; in the data active means activation fold above about 2
S1P2 blocker: human S1P2 receptor antagonists, primary screen, cell-based | AID 736, 2007 | hit rate 0.21% among 97,000 | inhibition, % at 5 µM | cell-based S1P2 antagonist assay, inhibition at 5 uM | Sphingosine 1-phosphate receptor 2 (Homo sapiens), O95136; in the data active means inhibition above about 45%;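 further: CRE beta-lactamase reporter cells expressing human S1P2 stimulated with S1P; 0% = agonist at EC80 alone and 100% = agonist plus reference antagonist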
Ecoli WT expand: growth inhibitors of wild-type E. coli, primary screen, strain BW25113, expanded library, OD600 | OD600 absorbance | growth inhibition, % at 100 µM | hit rate 0.15% among 98,000 | AID 710, 2007;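 active means growth inhibition above about 50% at one test dose, limit read from the data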;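 further: growth measured after 20 h incubation at 37 °C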
Active calls of the source: *; x = no result given. Unless noted, no stated cut-off is given here; in the data, active means inhibition above about 30%; inactive means the rest.

cpd	compound	Mac1 fbg inh	S1P2 agonist	PostGolgi ctrl	sEH inhibitor	PostGolgi yeast
1	Nc1nc2ccccc2n1CCOc1ccccc1Cl	x	-4	-2	x	1
2	CCCCn1c(SCC(=O)N2CCC(C)CC2)nc2cc(S(N)(=O)=O)ccc21	-7	-5	15	3	-6
3	CCOc1ccc(C(=O)NCC(=O)OC(C)C(=O)NCc2ccco2)cc1OCC (stereo not drawn)	-6	-10	-3	9	8
4	O=C1OCCC1Sc1nc2cc(Cl)ccc2s1 (stereo not drawn)	-17	x	20	x	8
5	COC(=O)c1sc(NC(=O)CSc2nnnn2-c2ccc(C)cc2C)nc1C	3	0	-1	-21	-3
6	Cc1c(C)[n+](=O)c2c(n1[O-])CCCCC2	-8	-10	7	11	-6
7	Cc1ccc(CNC(=O)C(NS(=O)(=O)c2ccc3nc(C)sc3c2)C(C)C)cc1 (stereo not drawn)	-12	0	1	7	-6
8	COc1ccc(N2CC(C(=O)Nc3cc(C)on3)CC2=O)cc1 (stereo not drawn)	-10	-8	7	1	-1
9	O=[N+]([O-])c1ccc(O)c(-c2nn[nH]n2)c1	-6	0	-5	5	-6
10	Cc1ccc(-c2noc(-c3ccccc3C(=O)N3CCOCC3)n2)cc1	0	-4	20	5	-2

cpd	sEH activator	PLAP act	S1P2 blocker	Ecoli WT expand
1	x	1.2	10	28
2	-4	0.9	17	2
3	-8	1.4	2	-2
4	x	1.2	x	12
5	19	1.1	-11	-10
6	-9	0.9	-2	0
7	-8	0.9	-14	-10
8	0	1.1	-10	9
9	-6	0.9	-10	-4
10	-5	1.4	1	-6

Continuation:
cpd	compound	Mac1 fbg inh	S1P2 agonist	PostGolgi ctrl	sEH inhibitor	PostGolgi yeast
11	CC(C)(C)C1CCC2(CC1)NC(=S)N(c1ccccc1)N2 (stereo not drawn)	x	1	x	6	x
12	COCCCNC(=O)Cn1nnc(-c2ccc(NC(=O)c3ccccc3OC)cc2)n1	28	-4	9	8	10
13	O=C1CCCc2nc(N3CCN(c4ccccc4)CC3)ncc21	-3	-9	8	8	-6
14	CCC(C)(C)n1nnnc1C(c1ccc(C)cc1)N1CCN(C(=O)c2ccco2)CC1 (stereo not drawn)	x	-8	x	7	x
15	CN1C(=O)CC(N2CCC(c3nc4ccccc4[nH]3)CC2)C1=O (stereo not drawn)	-15	-3	-1	6	6
16	CCCC(=O)C1=C(O)C(C(=O)OC)C(C)(C)CC1=Nc1ccncc1 (stereo not drawn)	-8	x	0	x	8
17	O=C(CSc1nnc(CN2CCOCC2)n1-c1ccccc1)N1CCc2ccccc21	4	-8	5	-6	-9
18	COC(=O)C1C(=O)C2=C(CC1C)NC(C)=C(C(=O)OC1CCCC1)C2c1ccc(N(C)C)cc1 (stereo not drawn)	-20	-4	-5	4	-5
19	S=C(Nc1ccccc1)c1ccccn1	-7	-5	2	-13	-3
20	CCN1CCN(c2cc(=O)n(-c3cc(Cl)ccc3C)c(=O)[nH]2)CC1	3	-2	15	-4	7

cpd	sEH activator	PLAP act	S1P2 blocker	Ecoli WT expand
11	-5	x	-1	x
12	-8	1.3	-7	-15
13	-7	0.9	-10	-7
14	-2	x	-9	x
15	-7	1	-11	-5
16	x	1.4	x	-2
17	8	0.7	-1	-3
18	0	1.4	-27	0
19	12	1.7	15	1
20	3	1.2	8	-7

One compound at a time (already shown):
Listed for CN1C(=O)CC(N2CCC(c3nc4ccccc4[nH]3)CC2)C1=O (stereo not drawn) : Mac1 fbg inh: -15; S1P2 agonist: -3; PostGolgi ctrl: -1; sEH inhibitor: 6; PostGolgi yeast: 6; sEH activator: -7; PLAP act: 1; S1P2 blocker: -11; Ecoli WT expand: -5
Listed for CCCC(=O)C1=C(O)C(C(=O)OC)C(C)(C)CC1=Nc1ccncc1 (stereo not drawn) : Mac1 fbg inh: -8; S1P2 agonist: x; PostGolgi ctrl: 0; sEH inhibitor: x; PostGolgi yeast: 8; sEH activator: x; PLAP act: 1.4; S1P2 blocker: x; Ecoli WT expand: -2
Listed for COC(=O)C1C(=O)C2=C(CC1C)NC(C)=C(C(=O)OC1CCCC1)C2c1ccc(N(C)C)cc1 (stereo not drawn) : Mac1 fbg inh: -20; S1P2 agonist: -4; PostGolgi ctrl: -5; sEH inhibitor: 4; PostGolgi yeast: -5; sEH activator: 0; PLAP act: 1.4; S1P2 blocker: -27; Ecoli WT expand: 0

The results go on.
cpd	compound	Mac1 fbg inh	S1P2 agonist	PostGolgi ctrl	sEH inhibitor	PostGolgi yeast
21	COc1ccnc(NCc2cccnc2)c1C#N	-12	-1	10	-8	-2
22	Cc1cc(NC(=O)CSc2nnc3c(C)cc4ccccc4n23)no1	9	1	2	-16	-3
23	Cc1ccc(-c2nnn(CCC(=O)NC3CCCC3)n2)cc1	9	-7	6	2	2
24	COCCn1c(SCC(=O)N2CCCc3ccccc32)nc2ccccc2c1=O	-6	-2	-2	6	3
25	COc1cc(OC)cc(C(=O)N2CCN(C(=O)c3ccc(OC)c(OC)c3)CC2)c1	x	-1	0	-14	1
26	Cc1nn(Cc2c(Cl)cccc2Cl)c(Cl)c1/C=C/C(=O)OCC(=O)NCC(F)(F)F	-1	2	4	2	-13
27	CCn1nc(C(=O)Nc2cccc(C(F)(F)F)c2)c(Cl)c1Cl	-17	-3	4	-8	-5
28	COc1ccccc1NC(=O)c1nc[nH]c1C(=O)Nc1ccccc1OC	x	-3	17	5	-3
29	CC(=O)N1CCN=C1SCc1ccc(F)cc1	1	-2	-3	4	-1
30	O=C(Nc1ccc(Br)cc1F)C1CCCO1 (stereo not drawn)	x	-1	x	-3	x

cpd	sEH activator	PLAP act	S1P2 blocker	Ecoli WT expand
21	7	1.1	6	-1
22	14	1.1	-13	6
23	-4	1	18	-1
24	-6	1.5	12	-9
25	11	x	-3	1
26	0	1.2	-16	4
27	9	1.1	-22	2
28	-4	1.2	15	-11
29	-5	0.9	3	-8
30	6	x	1	x

(further entries)
cpd	compound	Mac1 fbg inh	S1P2 agonist	PostGolgi ctrl	sEH inhibitor	PostGolgi yeast
31	CCOC(=O)C1=NNC(C(=O)c2ccc(OC)cc2)C1c1ccccc1 (stereo not drawn)	2	2	11	-4	-3
32	CCC(C)NC(=O)c1cc(CC(C)C)on1 (stereo not drawn)	5	-2	5	-16	0
33	CC(=O)Nc1cccc(N(C)C)c1	-1	x	20	x	9
34	CCCN(CCC(=O)Nc1ccccc1F)CC1CC1	0	-8	0	x	-1
35	Cc1nnc(SCC(=O)N2CC(=O)Nc3ccccc32)n1Cc1ccccc1	-2	-6	9	-13	-2
36	CC(=O)Nc1ccc(S(=O)(=O)N(CC(=O)O)Cc2ccccc2)cc1	4	-2	-2	12	2
37	COC(=O)c1ccc(N2C(=O)CC(SCCN)C2=O)cc1 (stereo not drawn)	-27	-5	8	11	-1
38	COc1ccc(C(=O)OC(C(=O)c2ccccc2)c2ccccc2)cc1 (stereo not drawn)	x	-3	66*	-9	-1
39	O=C(CCCN1C(=O)/C(=C/c2cccc(Br)c2)SC1=S)Nc1ccccn1	-8	-5	18	-5	1
40	CCOC(=O)C1(Nc2nccs2)Sc2ccccc2NC1=O (stereo not drawn)	14	-5	9	-5	0

cpd	sEH activator	PLAP act	S1P2 blocker	Ecoli WT expand
31	5	1.2	-13	6
32	16	1	13	10
33	x	0.9	x	3
34	x	1.3	23	1
35	11	1.1	7	2
36	-10	1.1	12	2
37	-9	0.9	7	-6
38	9	0.9	17	-21
39	3	1.1	6	-14
40	7	1	16	5

Other structures:
cpd	compound	Mac1 fbg inh	S1P2 agonist	PostGolgi ctrl	sEH inhibitor	PostGolgi yeast
41	Cc1c(O)c(CN2CCCCC2)cc2c3c(c(=O)oc12)CCC3	-22	-1	8	-7	5
42	Cc1ccc(C(=O)Nc2sc3c(c2C(=O)O)CCCCC3)o1	23	-5	14	-5	10
43	Cn1c(=O)c2c(nc(-n3ccnc3)n2Cc2ccc([N+](=O)[O-])cc2)n(C)c1=O	1	-1	2	-5	3
44	COc1ccc(-n2nnc3c(=O)n(C/C=C/c4ccccc4)cnc32)cc1	x	0	9	-5	-7
45	CCOC(=O)c1c(NC(=O)CCN2CCOCC2)sc2c1CC(C)(C)OC2	0	x	1	x	-27
46	COc1ccc(C(=O)NCCNC(C)=O)cc1S(=O)(=O)NCc1ccc(Cl)cc1	-5	-8	11	x	-6
47	Cc1ccc(C(=O)NCC2CCCO2)o1 (stereo not drawn)	2	-6	1	7	0
48	Cc1cc2c(c(=O)n1Cc1ccco1)C(c1ccccc1)C(C#N)=C(N)O2 (stereo not drawn)	3	-5	10	6	-3
49	CCC(=O)NNC(=O)CCC(=O)Nc1ccccc1	1	-4	7	-6	4
50	CCOC(=O)Cc1csc(NC(=O)c2sc3nc4ccc(CC)cc4cc3c2N)n1	x	-8	-16	2	-6

cpd	sEH activator	PLAP act	S1P2 blocker	Ecoli WT expand
41	10	1	-7	-6
42	4	1.4	18	-8
43	8	0.9	9	0
44	8	1.2	9	-14
45	x	1.5	x	10
46	x	1.5	12	4
47	-9	0.9	1	2
48	-6	0.7	11	-4
49	6	1.1	2	0
50	1	1.1	0	-3

(next part)
cpd	compound	Mac1 fbg inh	S1P2 agonist	PostGolgi ctrl	sEH inhibitor	PostGolgi yeast
51	COc1ccc(C2C(C(=O)O)CCC(=O)N2c2ccc(OC)cc2)cc1 (stereo not drawn)	-2	-5	10	-5	16
52	CC(C)CC(=O)Nc1ccc2c(c1)oc1ccccc12	x	-4	2	24	-7
53	CS(=O)(=O)N1CCC(C(=O)Nc2ccc(Oc3ccccc3)cc2)CC1	-49	-4	1	50	11
54	COCCOC(=O)c1c(C)n(C)c2ccc(OC(=O)c3cccs3)cc12	-3	-4	9	-8	2
55	N#C/C(=N\Nc1ccc(Cl)cc1)C(=O)c1ccccc1	94*	-6	79*	-5	7
56	COc1ccc(C2C3=C(CCCC3=O)Nc3nc(SCc4ccccc4)nn32)cc1OC (stereo not drawn)	-2	-1	26	2	-11
57	CN(CC(=O)NCc1ccc(Cl)cc1)S(=O)(=O)c1cccc2cccnc12	-4	-7	11	2	3
58	CCSc1nnc(NC(=O)c2ccccn2)s1	-18	x	7	x	13
59	Brc1cccc(OCCn2ccnc2)c1	-34	-5	15	-19	2
60	Cc1ccccc1Cn1c(=O)n(Cc2ccco2)c(=O)c2ccccc21	-6	-2	17	2	27

cpd	sEH activator	PLAP act	S1P2 blocker	Ecoli WT expand
51	4	1.2	-9	-6
52	-22	1	-1	-4
53	-50	0.9	10	3
54	9	0.9	13	-8
55	8	1.4	-10	-2
56	-4	0.8	0	2
57	-2	0.8	0	-3
58	x	1.9	x	63*
59	19	0.9	8	9
60	3	0.8	-50	-9

2 compounds drawn at random from those above:
cpd	compound	Mac1 fbg inh	S1P2 agonist	PostGolgi ctrl	sEH inhibitor	PostGolgi yeast
60	Cc1ccccc1Cn1c(=O)n(Cc2ccco2)c(=O)c2ccccc21	-6	-2	17	2	27
57	CN(CC(=O)NCc1ccc(Cl)cc1)S(=O)(=O)c1cccc2cccnc12	-4	-7	11	2	3

cpd	sEH activator	PLAP act	S1P2 blocker	Ecoli WT expand
60	3	0.8	-50	-9
57	-2	0.8	0	-3

Further compounds follow.
cpd	compound	Mac1 fbg inh	S1P2 agonist	PostGolgi ctrl	sEH inhibitor	PostGolgi yeast
61	CC(=O)Nc1cn(C(C)=O)c(C)n1	-4	x	14	x	-5
62	CCOC(=O)C1CN(S(=O)(=O)c2ccc(F)cc2)C1	x	-1	-2	-6	-3
63	CCCCCCC1CC(CSc2ncn[nH]2)OC1=O (stereo not drawn)	4	-5	4	x	2
64	CCOC(=O)c1c(C)[nH]c(C(=O)COC(=O)CNC(=O)C2CCCCC2)c1C	-15	-5	5	x	-7
65	CC(c1ccccc1)N1CCn2c(nc3cc(NC(=O)c4cccs4)ccc32)C1 (stereo not drawn)	24	0	-1	10	0

cpd	sEH activator	PLAP act	S1P2 blocker	Ecoli WT expand
61	x	0.9	x	-4
62	7	1	22	6
63	x	x	9	2
64	x	1	-1	-10
65	-10	1.9	5	-4

Looked up above.
compound 63 – Ecoli WT expand: 2
compound 61 – PLAP act: 0.9
compound 64 – S1P2 agonist: -5
